# From PubChem
# OPRM1-OPRD1 inv = inverse agonists of MOR-DOR heterodimerization, primary screen, cell-based, luminescence. inhibition, % at 9.3 µM. 340,000 tested, 0.21% active. cell-based MOR-DOR heterodimer luminescence, inverse agonism. AID 504357, 2011. Mu-type opioid receptor (Homo sapiens) + Delta-type opioid receptor (Homo sapiens), …; in the data active means inhibition above about 22%, passing the limit was not always enough;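 further: 0% = cells with DMSO and 100% = wells without cells with DMSO; values of inactives mirror those of a sister screen read the other way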
# Target sequence (P35372 whole entry, looked up): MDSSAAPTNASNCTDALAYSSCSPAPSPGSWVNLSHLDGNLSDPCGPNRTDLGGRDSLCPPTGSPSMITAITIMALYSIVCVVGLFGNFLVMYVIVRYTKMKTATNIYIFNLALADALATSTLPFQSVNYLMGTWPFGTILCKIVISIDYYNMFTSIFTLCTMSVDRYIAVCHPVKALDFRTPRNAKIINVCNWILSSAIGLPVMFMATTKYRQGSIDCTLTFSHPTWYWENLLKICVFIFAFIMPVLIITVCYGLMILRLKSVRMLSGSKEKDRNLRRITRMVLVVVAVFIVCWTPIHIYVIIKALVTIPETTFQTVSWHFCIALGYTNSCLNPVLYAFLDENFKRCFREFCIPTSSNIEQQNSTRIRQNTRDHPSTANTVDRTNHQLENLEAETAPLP
# Target sequence (P41143 whole entry, looked up): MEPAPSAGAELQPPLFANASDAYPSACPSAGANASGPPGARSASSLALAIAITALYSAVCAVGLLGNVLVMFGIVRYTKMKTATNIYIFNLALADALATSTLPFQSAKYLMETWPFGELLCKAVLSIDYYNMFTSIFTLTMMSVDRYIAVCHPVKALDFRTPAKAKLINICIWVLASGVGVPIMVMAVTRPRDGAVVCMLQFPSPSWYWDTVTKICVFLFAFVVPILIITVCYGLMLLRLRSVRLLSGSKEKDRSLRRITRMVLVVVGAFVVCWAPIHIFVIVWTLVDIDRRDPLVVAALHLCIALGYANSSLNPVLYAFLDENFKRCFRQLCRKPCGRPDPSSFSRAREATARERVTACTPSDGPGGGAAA
# DAGLB inh = DAGLB lipase inhibitors, primary screen, biochemical, fluorescence, HTS; HEK293T DAGLB membrane lysate, EnzChek fluorogenic substrate; inhibition, % at 5.17 µM; 340,000 tested, 0.059% active; AID 504411, 2011; in the data active means inhibition above about 34%;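 further: 0% = enzyme with vehicle and 100% = wells lacking enzyme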
# HTR5A inv ag = HTR5A inverse agonists in luminescence cell assay, primary screen, counter-screen for OPRM1-OPRD1 heterodimer inverse agonist project, full-deck HTS | 340,000 tested, 0.083% active | inhibition, % at 9.3 µM | 5-hydroxytryptamine receptor 5A (Homo sapiens), P47898 | HTR5A cell line, inverse agonism | AID 504634, 2011; in the data active means inhibition mostly above about 23%, no sharp cut-off; inactive means mostly below about 18%;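 further: 0% = cells with DMSO and 100% = no-cell wells with DMSO; some compounds called inactive have numbers as strong as hits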
# PKA-R2B activ = activators of PKA-R2B holoenzyme, primary screen, biochemical, fluorescence polarization, Cy5-IP20, human; cAMP-dependent protein kinase catalytic subunit beta (Homo sapiens) + cAMP-dependent …; PKA-R2B holoenzyme dissociation; R2B truncated from residue 108, S112A mutant; 0% DMSO only, 100% 113 µM cGMP; activation, % at 11.4 µM; 340,000 tested, 0.079% active;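 active means activation above a cutoff set at the mean over all compounds plus 3 SD, cut at about 18% in these data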;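 further: higher means more holoenzyme dissociation and a rise in polarization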
# Pemphigus Ab inh = inhibitors of pemphigus antibody binding to DSG3, primary screen, biochemical, bead-based, flow cytometry, scFv-GFP | Desmoglein-3 (Homo sapiens), P32926 | DSG3-coupled beads, scFv-anti-DSG3-GFP binding; hits give low values | binding (percent of control), % at 10 µM | 310,000 tested, 0.48% active | AID 588358, 2011;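 active means binding more than 3 SD below its plate's average and above zero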;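 further: hits lower antibody fragment binding to DSG3; some compounds called inactive have numbers as strong as hits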
# PKA-R1A act = activators of PKA-R1A holoenzyme, primary screen, biochemical, fluorescence polarization, Cy5-IP20, bovine R1A, mouse PKAc; 340,000 tested, 0.083% active; activation, % at 11.4 µM; PKA-R1A dissociation; scaled: DMSO 0%, 113 µM cGMP 100%; AID 504707, 2011; cAMP-dependent protein kinase type I-alpha regulatory subunit (Bos taurus) + …;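 active means percent activation above the mean of all tested compounds plus 3 SD, cut at about 19% in these data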;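 further: higher means more PKAc released from R1A so a rise in polarization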
# V-ATPase pH = regulators of yeast V-ATPase proton pumping, primary screen, pHLuorin cytosolic pH fluorescence; 350,000 tested, 0.37% active; response, % at 10 µM; S. cerevisiae; in the data active means response mostly above about 7.3%, no sharp cut-off; inactive means mostly below about 5.4%; further: actives read high; inactives centre near 0; some compounds called inactive have numbers as strong as hits; reference of the scale not given here
# HTR5A ag ctr = HTR5A agonists in luminescence cell assay, primary screen, counter-screen for OPRM1-OPRD1 heterodimer agonist project, full-deck HTS; cell-based; 340,000 tested, 0.61% active; activation, % at 9.3 µM; in the data active means activation mostly above about 9.5%, no sharp cut-off; inactive means mostly below about 7.6%;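 further: 0% = cells with vehicle only and 100% = reference agonist; strong numbers were not always called active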
# MOR-DOR ag = agonists of OPRM1-OPRD1 heterodimerization, primary screen, cell-based, luminescence; AID 504326, 2011; activation, % at 9.3 µM; cells; 340,000 tested, 0.3% active; in the data active means activation above about 18%;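 further: 0% = vehicle-treated cells and 100% = reference agonist; values of inactives mirror those of a sister screen read the other way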
# Arrestin-AP2 inh = inhibitors of beta-arrestin/AP2 binding, primary screen, biochemical, GPCR trafficking, flow cytometry. beta-arrestin 1 C-terminal peptide binding to AP2 beta2-adaptin appendage (human). FITC-arrestin peptide / GST-AP2 beads; AP2 beta2 appendage carries R879A mutation. inhibition, % at 10 µM. 340,000 tested, 0.31% active. AID 504490, 2011;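 active means inhibition above a set limit, near 3 SD of compounds lacking own fluorescence, cut at about 54% in these data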;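 further: plate controls were DMSO wells for no effect and 5 µM unlabelled arrestin peptide for full effect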
#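 System: GST-AP2 R879A glutathione beads | Also added: FITC-arrestin peptide, 50 nM | Times: 12 min plus 1 h, RT | Signal: Bead flow cytometry, FITC channel | Buffer or medium: PBS with 0.05% Tween 20 and 0.1% BSA | Read-out basis: Percent drop in bead-associated FITC signal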
# * marks the source's active call; other numbers are inactive results; nt = no result given.
structure	OPRM1-OPRD1 inv	DAGLB inh	HTR5A inv ag	PKA-R2B activ	Pemphigus Ab inh	PKA-R1A act	V-ATPase pH	HTR5A ag ctr	MOR-DOR ag	Arrestin-AP2 inh
Fc1ccc(-c2n[nH]c(=S)n2Cc2ccccc2)cc1	0	0	-1	1	95	1	2	0	0.0	35
CCOC(=O)C1(CC2CC2)CCN(Cc2ccc(C(=O)OC)cc2)CC1	-73	-3	-7	-2	96	-1	-1	5	14	-2
C#CCOCCOCCOCCNc1nc(N2CCN(C(=O)[C@H](CC(N)=O)n3cc(C(N)[C@H](C)CC)nn3)CC2)nc(N2CCN(C(=O)[C@H](CC(N)=O)n3cc(C(N)[C@@H](C)CC)nn3)CC2)n1 (some centres not stated)	16	1	-1	-1	100	-10	-1	15	-3.0	4
CCCOC(=O)C(C)n1c(-c2ccccc2)nc2ccccc2c1=O (configuration not stated)	-1	0	-9	-5	96	-5	-1	5	0.1	25
COc1ccc(/C=N/Nc2ncnc(Cl)c2N)cc1OC	0	2	10	-8	96	-2	-2	-4	-0.1	-9
CCN(C(=O)COC(=O)CCc1ccc(OC)cc1)c1c(N)n(Cc2ccccc2)c(=O)[nH]c1=O	-7	3	10	-10	23	-3	2	-4	1.1	0
COc1cc(-c2cc(OC)c3c(C)oc(C)c3c(=O)c2)ccc1O	10	-1	14	-10	97	-10	-2	-2	-1.7	0
O=[N+]([O-])c1ccc(C2CCCC/C2=N/OCc2ccc(F)cc2)c([N+](=O)[O-])c1 (configuration not stated)	-31	-13	-1	-18	100	-7	-3	0	7.1	-8
CCc1nc(N)nc(N)c1-c1ccc(N(C)Cc2ccccc2)c([N+](=O)[O-])c1	2	9	1	0	88	-8	0	0	-0.5	-33
Cc1ccc(C2(C)NC(=O)N(CC(=O)N(Cc3ccccc3)C(C)(C)C)C2=O)cc1 (configuration not stated)	-13	-1	-10	-4	96	-5	2	4	2.5	26
Nc1nnc(SCC(=O)Nc2cccc(S(N)(=O)=O)c2)s1	10	-2	5	-3	100	-8	2	-2	-2.2	-12
Cc1ccc(CCNC(=O)c2nc(CS(=O)(=O)c3ccc(Cl)cc3)no2)cc1	-18	0	-28	3	103	-7	8	1	3.5	-16
Cc1ccc(C2=CSC3=NNC4(CCCCC4)NN23)cc1	14	-2	9	-1	105	-10	0	1	-2.9	-9
O=C(Cc1ccccc1)NCC(=O)OCC(=O)c1cccs1	-6	1	17	8	103	-4	3	-8	1.0	-7
CCN(CC)c1ccc(C(=S)N2CCN(c3ccccc3)CC2)cc1	4	-10	-33	-11	100	-11	1	-3	-0.6	28
CCCCC(=O)Nc1ccc(C(=O)NNC(=O)c2ccc(C)c(Br)c2)cc1	6	4	-23	0	99	6	1	4	-1.1	-1
CC(NS(=O)(=O)c1ccc(Cl)cc1)C(=O)N1CCOCC1 (configuration not stated)	7	-1	-14	4	111	2	10	5	-1.2	2
COC(=O)CCC(=O)OC1(C)C(=O)C=C2C=C(C3CC3)N(C3CCCC3)C=C2C1=O (configuration not stated)	-38	-2	-8	-11	107	-8	-1	3	6.5	42
Cc1cc(C)c(N(CC(=O)NCc2ccccc2)C(=O)c2csnn2)c(C)c1	-11	3	1	-6	86	-9	4	0	1.6	5
CN(C)c1ccc(P(=O)(CC(=O)N/N=C/c2ccc(C#N)cc2)OCCCl)cc1 (configuration not stated)	15	1	-2	1	93	-2	-1	6	-3.0	12

structure	OPRM1-OPRD1 inv	DAGLB inh	HTR5A inv ag	PKA-R2B activ	Pemphigus Ab inh	PKA-R1A act	V-ATPase pH	HTR5A ag ctr	MOR-DOR ag	Arrestin-AP2 inh
O=C(O)CCCCCN1C(=O)/C(=C\c2ccncc2)SC1=S	0	2	42	-9	118	-8	2	6	0.1	51
COc1ccc2nc(N(CCN(C)C)C(=O)c3ccc4c(c3)OCCO4)sc2c1	12	-2	-4	-4	87	2	0	3	-2.3	8
O=C(c1cc(-c2ccncc2)nc2ccccc12)N1CCCC(C(F)(F)F)C1 (configuration not stated)	nt	-2	nt	-12	102	-5	0	nt	nt	nt
CCOc1nc(N(C)C)nc(-n2nnc(C(C)=O)c2C)n1	1	1	9	7	91	9	6	-4	-0.1	32
CC(C)(C)OC(=O)C[C@@H]1C/C=C\C[C@H](CC(=O)NCCO)C(=O)N2CCC[C@@H]2COC1=O	10	0	9	13	98	0	9	-2	-2.2	12
CCOc1ccc(S(=O)(=O)NCc2ccc(F)cc2)c2cccnc12	10	-1	7	8	102	-1	2	-3	-1.9	16
CC1CCN(C(=O)COC(=O)c2n[nH]c(=O)c3ccccc23)CC1	8	-1	-38	-4	114	-4	0	14	-2.0	24
O=C(Nc1ccc(Cl)cn1)c1cc2c(s1)-c1ccccc1OC2	5	-1	0	-1	88	-4	-4	-7	-1.0	7
Cc1cccc(NC(=S)NNC(=O)c2csc(C(C)C)c2)c1	17	0	-18	1	102	2	3	-5	-3.3	9
COc1ccccc1C1C(C(=O)c2cc3ccccc3o2)=C(O)C(=O)N1c1cc(C)on1 (configuration not stated)	4	3	-14	3	131	-7	-5	4	-0.8	-12
CCc1ccc(C(=O)CC2(O)C(=O)N(CN3CCOCC3)c3ccccc32)cc1 (configuration not stated)	2	-1	-5	3	107	-3	0	6	-0.4	-1
CC1=C(C(=O)N2CCCC(N3CCN(c4cccc(C(F)(F)F)c4)CC3)C2)OCCO1 (configuration not stated)	6	4	-3	-7	100	12	3	0	-1.1	-12
N#Cc1ccc(C(=O)NC(=S)NC2CCCCC2)cc1	-5	-6	-8	-12	107	-9	-2	3	1.2	-15
O=C(N/C(=C/c1ccco1)C(=O)N1CCc2ccccc21)c1ccco1	10	5	-8	0	101	-13	-1	2	-1.9	-11
COc1ccccc1-c1cc(C(=O)N/N=C/c2ccc(C)o2)c2ccccc2n1	19	-5	13	-19	111	-6	-1	-1	-5.8	24
COCCn1c(C)nnc1SCC(=O)NNC(=O)c1ccc(Br)cc1	-4	0	-2	-11	111	-6	5	-1	0.8	8
COC(=O)C1CCN(C(=O)c2ccc(Cl)c(S(=O)(=O)NCc3ccco3)c2)CC1	9	1	15	1	nt	-3	-2	-6	-2.4	-8
O=C(N/N=C\c1ccccc1F)c1ccc(-c2ccccc2)cc1	-32	-8	-15	5	nt	3	2	3	6.1	16
COC(=O)c1ccc(Cn2cnc3c(N)ncnc32)cc1	9	1	-1	-1	117	-2	0	0	-1.7	18
COc1ccc(N(C)S(=O)(=O)c2ccc3c(c2)CC(C)N3C(=O)C2CC2)c(OC)c1 (configuration not stated)	7	0	2	-8	98	-3	-3	2	-1.3	-3

structure	OPRM1-OPRD1 inv	DAGLB inh	HTR5A inv ag	PKA-R2B activ	Pemphigus Ab inh	PKA-R1A act	V-ATPase pH	HTR5A ag ctr	MOR-DOR ag	Arrestin-AP2 inh
Cc1cc(C)cc(NC(=O)CSc2nc(N)c(NC(=O)c3ccc(Br)o3)c(=O)[nH]2)c1	16	3	-11	7	102	4	2	6	-3.2	0
COc1cc(SC)ccc1C(=O)NC(C)C	14	2	17	-2	102	8	1	-3	-2.9	-1
CC1(C)CC(=O)C/C(=N\NC(=O)Cc2ccccc2)C1	10	-1	-4	-9	119	-2	-5	7	-1.8	-4
Cc1nn(Cc2ccccc2Cl)c(C)c1NC(=O)c1noc2c1CCCCC2	10	0	17	0	97	7	2	3	-1.8	29
Cc1ccc(NC(=O)Cn2ccnc2)cc1C	10	-1	-11	1	120	-5	-2	3	-2.0	1
CN(CC(=O)Nc1cccc(F)c1)C(=O)c1cccc(S(=O)(=O)N2CCN(Cc3ccccc3)CC2)c1	nt	-4	nt	1	105	9	0	nt	nt	nt
Cc1ccc(-n2ncc3c(=O)[nH]cnc32)c(C)c1	7	0	-1	-8	102	-3	-5	0	-1.4	31
O=C(CSc1cccc[n+]1[O-])Nc1ccc2c(c1)OCO2	-7	-1	1	3	106	8	-2	0	1.4	-19
COC(=O)c1ccc(COc2ccccc2/C=N/Nc2cccc(C(=O)O)c2)cc1	10	7	19	-17	107	-2	11	0	-1.9	-2
CCN(CC)C(=O)c1cc(-c2ccccc2OC)on1	-1	-1	-3	5	104	4	0	3	0.2	-6
Cc1ccnc2nc(C(=O)OCC(=O)NCc3cccc(Cl)c3)nn12	0	-1	14	8	97	7	-2	-6	0.1	2
O=[N+]([O-])c1ccc(OCCn2cncn2)cc1	15	2	10	9	92	-8	-1	-3	-2.9	4
CCCn1nnnc1NCc1ccc(C(C)C)cc1	7	-2	15	1	112	5	0	-4	-1.4	4
CCN(CC)CCN(C(=O)CCOc1ccccc1)c1nc2c(F)cc(F)cc2s1	14	-4	-42	2	120	10	4	1	-2.6	9
CC(OC(=O)CCc1nc2ccccc2c(=O)[nH]1)C(=O)Nc1ccc2c(c1)OCO2 (configuration not stated)	16	-1	-22	-3	102	2	1	-3	-3.1	-7
O=S1(=O)CC(O)C(N(CCO)C(=S)Nc2ccccc2)C1 (configuration not stated)	10	3	3	0	nt	-4	0	3	-2.1	-2
CC(=NCc1ccco1)c1c(C)[nH]n(-c2nc3ccccc3s2)c1=O	13	0	-7	3	106	-12	-1	2	-2.2	-1
Cc1n[nH]c2ccccc2c1=O	1	3	8	-13	116	7	-1	-2	-0.2	7
COc1ccc(C)cc1NC(=O)CSc1nnc2ccc(-c3cccnc3)nn12	7	-2	8	-8	99	2	-2	1	-1.4	30
OCCn1c(CSc2nc3ccccc3n2CCO)nc2ccccc21	-1	2	12	-9	100	-4	-4	-5	0.1	6
COc1ccccc1NC(=O)Cn1cnc2c(oc3ccccc32)c1=O	7	2	4	2	105	3	2	-1	-1.4	4
O=C(O)CC(C(=O)Nc1cccc(C(F)(F)F)c1)C1CCCO1 (configuration not stated)	-9	2	3	6	nt	3	-3	-3	1.7	11

# Some of these compounds in order of SMILES length, falling.
structure	OPRM1-OPRD1 inv	DAGLB inh	HTR5A inv ag	PKA-R2B activ	Pemphigus Ab inh	PKA-R1A act	V-ATPase pH	HTR5A ag ctr	MOR-DOR ag	Arrestin-AP2 inh
Cc1nn(Cc2ccccc2Cl)c(C)c1NC(=O)c1noc2c1CCCCC2	10	0	17	0	97	7	2	3	-1.8	29
COc1ccccc1NC(=O)Cn1cnc2c(oc3ccccc32)c1=O	7	2	4	2	105	3	2	-1	-1.4	4
CCCn1nnnc1NCc1ccc(C(C)C)cc1	7	-2	15	1	112	5	0	-4	-1.4	4
